Source: PubChem
hcGAS inh: blocks human cGAS activity; Q8N884; recombinant h-cGAS, ATP depletion, Kinase-Glo luminescence; inhibition, % at 12.5 µM; 290,000 compounds, 0.081% hits; AID 1259398;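 also: 0% = vehicle reaction and 100% = reaction without DNA for no activity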
Target sequence (Q8N884 whole entry, looked up): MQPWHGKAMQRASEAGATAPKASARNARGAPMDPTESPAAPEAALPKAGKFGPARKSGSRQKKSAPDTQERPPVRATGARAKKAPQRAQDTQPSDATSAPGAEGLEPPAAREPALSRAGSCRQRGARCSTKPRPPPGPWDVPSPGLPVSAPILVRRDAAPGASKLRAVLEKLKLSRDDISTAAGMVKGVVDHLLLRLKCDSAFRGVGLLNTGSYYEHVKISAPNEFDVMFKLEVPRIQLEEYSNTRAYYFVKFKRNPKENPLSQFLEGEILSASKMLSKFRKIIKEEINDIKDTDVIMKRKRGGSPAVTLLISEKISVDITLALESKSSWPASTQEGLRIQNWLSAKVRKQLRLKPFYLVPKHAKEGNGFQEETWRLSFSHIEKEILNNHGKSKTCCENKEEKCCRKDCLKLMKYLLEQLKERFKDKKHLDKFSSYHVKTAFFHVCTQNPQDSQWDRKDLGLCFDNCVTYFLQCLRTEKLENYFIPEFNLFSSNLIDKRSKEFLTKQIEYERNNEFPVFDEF
mcGAS inh: blocks mouse cGAS activity; Q8C6L5; recombinant cGAS, Kinase-Glo ATP depletion luminescence; inhibition, % at 12.5 µM; 160,000 compounds, 0.15% hits;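 also: 0% = negative control wells and 100% = reference inhibitor with no enzyme activity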
NPYLR7 agonist: activates Aedes aegypti NPYLR7 receptor; HEK293T NPYLR7/Galpha15, GCaMP6s calcium fluorescence; activation, % at 10 µM; 270,000 compounds, 0.15% hits; AID 1259423; in the data active = activation above about 40%;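 also: 0% = vehicle and 100% = reference agonist at the receptor; some compounds past the cut are filed as inactive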
* marks the source's active call; other numbers are inactive results; nt = not tested or not shown; & = joins results of further samples. Rule as the data show it, unless noted: active = inhibition above about 40%; inactive = the rest. Rows are unselected (roughly 0.27% active in at least one column).

SMILES | hcGAS inh | mcGAS inh | NPYLR7 agonist
CCCc1ccc(C(=O)N(CC2=CCCN(C)C2)C2CC2)cc1 | -8.6 | nt | 9.6
NC(=S)c1ccc[n+]([C@@H]2O[C@@H](COP(=O)(O)OP(=O)(O)OC[C@H]3O[C@@H](n4cnc5c(N)ncnc54)C(OP(=O)(O)O)[C@H]3O)C(O)C2O)c1 (some centres not stated) | 4.4 | -2.2 | 1.4
O=C(c1ccc(-c2cc(-c3ccc(Cl)cc3)[nH]n2)cc1)N1CCc2ccccc2C1 | -6.5 | -5.7 | nt
COCCn1c(C)c(C)n2c3c(=O)n(CCN4CCCCC4)c(=O)n(C)c3nc12 | -0.2 | nt | -2.5
CCn1c(N)c(C(=O)NC2CCCC2)sc1=S | -4.8 | nt | 10.3
O=C(Nc1ccc(F)cc1)N1CCN(S(=O)(=O)c2ccccc2)CC1 | -12.7 | nt | 23.1
Cc1nnc2sc(/C=C/c3ccccc3)nn12 | -5.1 | -5.8 | 1.8
Cc1ccc(C)c(Cn2c(=O)c3c(nc4n(CCO)c(C)c(C)n34)n(C)c2=O)c1 | -1.3 | -7.0 | -1.0
O=C(Nc1nc(CN2CCOCC2)cs1)c1cc2c(s1)-c1ccccc1CC2 | -5.5 | -6.2 | 2.2
O=C(CCc1nc(-c2ccc(F)cc2)no1)NCC1(c2ccccc2)CC1 | -3.1 | -4.5 | 2.1
CN(C)CC1CCN(c2ccc(NC(=O)C3CCCN3c3ncccn3)cc2)CC1 (configuration not stated) | 2.1 | nt | -6.3
CCCCC(O)CN(CCOC)Cc1c(C)nn(-c2ccccc2)c1Oc1ccc(C)cc1 (configuration not stated) | -5.9 | -4.4 | -3.2
NC(=O)Cn1c(CO)cnc1SCc1cccc(Cl)c1 | -3.5 | nt | 10.5
Cc1cc(C)nc(NN=CC=NNc2nc(C)cc(C)n2)n1 | -3.6 | nt | 0.4
Cc1ccc(Nc2nc(NCc3ccccn3)nc3[nH]ncc23)cc1C | -6.9 | nt | 1.9
Cn1nc(C(=O)Nc2cccnc2)ccc1=O | -12.4 | nt | 1.9
Clc1ccc(C2CC(c3ccc(Br)cc3)=Nc3nnnn32)cc1 (configuration not stated) | -0.6 | -0.5 | 2.1
O=C(CCC1CCCC1)N1CCN(C(=O)CN2CCc3sccc3C2c2ccc(Cl)cc2)CC1 (configuration not stated) | -0.6 | -3.3 | 7.3
COC(=O)c1c(C)[nH]c(C(=O)N2CCCC2c2ccc(OC)cc2)c1C (configuration not stated) | -3.1 | nt | 4.5
CC(Oc1ccc(Cl)cc1)C(=O)Nc1nc2ccc(F)cc2s1 (configuration not stated) | -2.2 | nt | 11.6
O=S(=O)(Nc1ccccc1OC(F)F)c1ccc(Cl)cc1F | -10.8 | -16.0 | 5.1
O=C(c1ccc2c(c1)OCO2)N1CCCCC1 | -2.0 | nt | -2.2
CCC(C)N(Cc1ccc(OS(=O)(=O)c2ccc(NC(C)=O)cc2)cc1)C(=O)CC(C)(C)C (configuration not stated) | -3.3 | -9.5 | 28.1
CCOC(=O)N[C@H]1C[C@@H](C(=O)NC[C@H]2CCc3ccccc3O2)N(C)C1 | -8.1&3.1 | nt | -4.4&3.4
CN(C)CCCN(C)C(=O)c1cccc(Nc2nccc(Nc3ccc4ncsc4c3)n2)c1 | 4.4 | nt | -2.6
Cc1cc(-n2cccn2)ccc1CN1CCN(c2cc(=O)[nH]c(N)n2)CC1 | -4.3 | nt | 3.2
O=C(Nc1nccs1)c1ccc(Nc2cccc(C(F)(F)F)c2)nc1 | 0.5 | -4.9 | 1.3
Cc1ncccc1Oc1ccc2c(-c3ccc(F)cc3)noc2n1 | 0.6 | -0.6 | 1.7
CC1=C(CCN2CCC(CNS(C)(=O)=O)C2)C(C)(C)CCC1 (configuration not stated) | -2.3 | -16.5 | 5.6
CCOC(=O)c1ccc(OC2CC3CCC(C2)N3C(=O)c2ccc(CSc3nc4cc(Cl)ccc4o3)cc2)cc1 (configuration not stated) | -16.1 | -8.6 | 7.7

Arranged by molar mass (smallest number first): part of the list above.
SMILES | hcGAS inh | mcGAS inh | NPYLR7 agonist
CCCc1ccc(C(=O)N(CC2=CCCN(C)C2)C2CC2)cc1 | -8.6 | nt | 9.6
CCOC(=O)N[C@H]1C[C@@H](C(=O)NC[C@H]2CCc3ccccc3O2)N(C)C1 | -8.1&3.1 | nt | -4.4&3.4
O=C(c1ccc(-c2cc(-c3ccc(Cl)cc3)[nH]n2)cc1)N1CCc2ccccc2C1 | -6.5 | -5.7 | nt
O=C(CCC1CCCC1)N1CCN(C(=O)CN2CCc3sccc3C2c2ccc(Cl)cc2)CC1 (configuration not stated) | -0.6 | -3.3 | 7.3

Further records.
SMILES | hcGAS inh | mcGAS inh | NPYLR7 agonist
O=C(CN1C(=O)c2ccccc2C1=O)Nc1ccc(Cl)cn1 | -3.4 | -4.3 | 1.5
O=C1CN(C(=O)c2cccs2)CC(O)CN1Cc1cccc(F)c1 (configuration not stated) | -4.0 | -5.2 | 21.7
Cc1ccc(C)c(NC(=O)CSc2ncnc3sc4c(c23)CCC4)c1 | -6.6 | -3.4 | -3.1
CCC(=O)N1CCC1(C)C(=O)Nc1ccc(F)cc1 (configuration not stated) | -16.0 | -8.1 | 6.3
Clc1cccc(-c2noc(CSc3nnc(C4CC4)n3C3CC3)n2)c1 | -8.0 | nt | 1.3
O=C(NCCn1ncnn1)c1cc(Cc2ccccc2)ccc1O | -5.6 | -10.1 | -0.1
CCOC(=O)c1nc2cc(C)c(C)cc2nc1N1CCN(C(=O)c2ccc(C(C)(C)C)cc2)CC1 | -4.4 | -6.3 | 6.8
O=C(O)CCSc1ccccn1 | -7.3 | nt | 3.4
O=S(=O)(Nc1cccc(-c2nnnn2C2CC2)c1)c1ccccc1Br | 5.9 | -1.3 | 0.9
CCCC(=O)Nc1cccc(C(=O)N2CCC(Cc3noc(C4CC4)n3)CC2)c1 | 3.2 | -1.7 | -2.8
CC(C)(C)C1CCC(OC(=O)CCC(=O)O)CC1 (configuration not stated) | -3.1 | nt | 7.8
O=C(NCCc1csc(-c2cccnc2)n1)c1ccc2c(c1)CCCO2 | -2.8 | -12.4 | -5.8
O=C(c1cc(COc2cccc(F)c2)[nH]n1)N1CCOCC1CO (configuration not stated) | -3.9 | nt | -1.4
Cc1cccc2c(=O)cc(C)n(CC(=O)Nc3ccccc3)c12 | -10.4 | -8.1 | 9.4
CCCS(=O)(=O)N1CCN(S(=O)(=O)CCC)CC1 | -7.4 | nt | 8.1
O=C(NCCc1cccnc1)c1ccc(Cl)cc1 | -16.6 | nt | 1.4
O=C(CN1CN(c2ccccc2)C2(CCN(C(=O)c3ccc4ccccc4c3)CC2)C1=O)NCC1CCCCC1 | -1.1 | -3.3 | 13.4
CN(c1ccc(NC(=O)C2COCCO2)cc1F)C1CCCCC1 (configuration not stated) | -4.6 | nt | -0.3
CCN(Cc1ccccc1)S(=O)(=O)c1ccc(C(=O)Nc2cc(C)nn2C(C)C)cc1 | -5.5 | -8.7 | nt
COc1ccccc1C(=O)Nc1ccc2c(c1)CN(Cc1c[nH]c3ccccc13)CC2 | 4.0 | nt | 2.8
O=c1ccc(-c2cccc(Br)c2)nn1Cc1cccc(F)c1 | -9.1 | nt | 12.9
CN(C)C(=O)c1ccc(-c2ccc(C3CCCCC3)cc2)s1 | 5.0 | -0.8 | 2.6
COc1cc(C=CC(=O)Nc2sc(C)c(C)c2C#N)cc(OC)c1OC | -6.5 | nt | 4.7
COc1ccccc1C(=O)N1CCSC1c1ccc(Cl)cc1Cl (configuration not stated) | -7.7 | -5.8 | -10.5
Cc1cccc(C(CNc2nccc(C(F)(F)F)n2)N2CCOCC2)c1 (configuration not stated) | 0.5 | nt | 7.7
Cc1ccc(C(=O)N2CCC(n3nc(C(C)C)cc3C(C)C)CC2)c(Cl)n1 | -0.1 | 0.3 | -5.9
N#CC(=Cc1cccc(Br)c1)C(=O)Nc1nccs1 | 2.4 | 8.0 | -0.4
Cc1ccc(C)c2c(C)c(C(=O)NCC3(C)CCCO3)oc12 (configuration not stated) | -3.7&3.2 | -3.8 | 0.2&7.5
CSCC(=O)NC(C)(C)c1cccc(Cl)c1 | -7.3 | nt | -1.0

23 entries from above, comma-delimited.
smiles,hcGAS inh,mcGAS inh,NPYLR7 agonist
CCCc1ccc(C(=O)N(CC2=CCCN(C)C2)C2CC2)cc1,-8.6,nt,9.6
NC(=S)c1ccc[n+]([C@@H]2O[C@@H](COP(=O)(O)OP(=O)(O)OC[C@H]3O[C@@H](n4cnc5c(N)ncnc54)C(OP(=O)(O)O)[C@H]3O)C(O)C2O)c1 (some centres not stated),4.4,-2.2,1.4
O=C(c1ccc(-c2cc(-c3ccc(Cl)cc3)[nH]n2)cc1)N1CCc2ccccc2C1,-6.5,-5.7,nt
COCCn1c(C)c(C)n2c3c(=O)n(CCN4CCCCC4)c(=O)n(C)c3nc12,-0.2,nt,-2.5
CCn1c(N)c(C(=O)NC2CCCC2)sc1=S,-4.8,nt,10.3
O=C(Nc1ccc(F)cc1)N1CCN(S(=O)(=O)c2ccccc2)CC1,-12.7,nt,23.1
Cc1nnc2sc(/C=C/c3ccccc3)nn12,-5.1,-5.8,1.8
Cc1ccc(C)c(Cn2c(=O)c3c(nc4n(CCO)c(C)c(C)n34)n(C)c2=O)c1,-1.3,-7.0,-1.0
O=C(Nc1nc(CN2CCOCC2)cs1)c1cc2c(s1)-c1ccccc1CC2,-5.5,-6.2,2.2
O=C(CCc1nc(-c2ccc(F)cc2)no1)NCC1(c2ccccc2)CC1,-3.1,-4.5,2.1
CN(C)CC1CCN(c2ccc(NC(=O)C3CCCN3c3ncccn3)cc2)CC1 (configuration not stated),2.1,nt,-6.3
CCCCC(O)CN(CCOC)Cc1c(C)nn(-c2ccccc2)c1Oc1ccc(C)cc1 (configuration not stated),-5.9,-4.4,-3.2
NC(=O)Cn1c(CO)cnc1SCc1cccc(Cl)c1,-3.5,nt,10.5
Cc1cc(C)nc(NN=CC=NNc2nc(C)cc(C)n2)n1,-3.6,nt,0.4
Cc1ccc(Nc2nc(NCc3ccccn3)nc3[nH]ncc23)cc1C,-6.9,nt,1.9
Cn1nc(C(=O)Nc2cccnc2)ccc1=O,-12.4,nt,1.9
Clc1ccc(C2CC(c3ccc(Br)cc3)=Nc3nnnn32)cc1 (configuration not stated),-0.6,-0.5,2.1
O=C(CCC1CCCC1)N1CCN(C(=O)CN2CCc3sccc3C2c2ccc(Cl)cc2)CC1 (configuration not stated),-0.6,-3.3,7.3
COC(=O)c1c(C)[nH]c(C(=O)N2CCCC2c2ccc(OC)cc2)c1C (configuration not stated),-3.1,nt,4.5
CC(Oc1ccc(Cl)cc1)C(=O)Nc1nc2ccc(F)cc2s1 (configuration not stated),-2.2,nt,11.6
O=S(=O)(Nc1ccccc1OC(F)F)c1ccc(Cl)cc1F,-10.8,-16.0,5.1
O=C(c1ccc2c(c1)OCO2)N1CCCCC1,-2.0,nt,-2.2
CCC(C)N(Cc1ccc(OS(=O)(=O)c2ccc(NC(C)=O)cc2)cc1)C(=O)CC(C)(C)C (configuration not stated),-3.3,-9.5,28.1
